hgDAF12 agonist – hgDAF-12 agonism, primary luciferase screen; HEK293 GAL4-hgDAF12 UAS-luciferase reporter, agonist luminescence; normalized to butyrate control; activation, % at 6.8 µM; 370,000 compounds, 1.8% hits; AID 687014;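 active = activation above a cutoff set at the mean of all screened compounds plus 3 SD, cut at about 10% in these data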;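 note: 0% = DMSO wells and 100% = sodium butyrate wells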
DAX1 inh-1 – inhibits human nuclear receptor DAX1; P51843; HEK293 Gal4-DAX1 luciferase reporter, luminescence; inhibition, % at 6.75 µM; 340,000 compounds, 0.99% hits; AID 504766;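 active = inhibition above the mean over all tested compounds plus 3 SD, cut at about 4.2% in these data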;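 note: 0% = DAX1-transfected cells with DMSO and 100% = empty-vector control cells with DMSO; inhibition shows as a rise in luminescence from relieved DAX1 repression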
ADAM17 inh – inhibits human ADAM17 | inhibition, % at 6.95 µM | P78536 | 370,000 compounds, 0.83% hits | recombinant ADAM17, EDANS/DABCYL FRET peptide cleavage;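 active = inhibition above the mean of compounds lying between control limits plus 3 SD, set per campaign, cut at about 8.5% in these data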;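 note: 0% = DMSO-only wells as the low control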
ADAM10 inh – inhibits human ADAM10. AID 720582. inhibition, % at 7 µM. 370,000 compounds, 0.62% hits. recombinant ADAM10, EDANS/DABCYL FRET peptide cleavage, 3 h. O14672;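 active = inhibition above a per-campaign cutoff equal to the mean of compounds falling between control-based bounds plus 3 SD, cut at about 20% in these data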;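 note: 0% = DMSO wells while the 100% control is not disclosed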
ssDAF-12 act – activates DAF-12 receptor from parasite S. stercoralis; 370,000 compounds, 1% hits; AID 652126; HEK293 ssDAF-12/GRIP1 lit1-tk-luc reporter, luminescence; % of 3 µM dafachronic acid response; activation, % at 6.8 µM;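 active = activation above the mean over all tested compounds plus 3 SD, cut at about 0.9% in these data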;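 note: 0% = DMSO-only wells and 100% = 3 µM delta7-dafachronic acid wells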
PLC-gamma1 inh – PLC-gamma1 (human) inhibition, primary screen; AID 720700; purified PLC-gamma1, fluorogenic substrate, fluorescence; P19174; 370,000 compounds, 0.84% hits; inhibition, % at 12.2 µM; in the data active = inhibition above about 9.5%
DAX1 inh-2 – inhibitors of DAX1 repression of SF-1 activated StAR promoter | AID 652010 | 370,000 compounds, 1.1% hits | HEK293T StAR-luciferase reporter, SF-1/DAX-1 repression relief | inhibition, % at 6.8 µM;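 active = inhibition above the mean over all tested compounds plus 3 SD, cut at about 3.6% in these data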;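 note: 0% = DAX-1 cells with DMSO and 100% = cells lacking DAX-1 with DMSO; higher inhibition means more luminescence from relief of DAX-1 repression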
HGIII-sPLA2 inh – Inhibits HGIII-sPLA2 liposome hydrolysis, primary screen; Q9NZ20; QFRET BODIPY PC-A2 liposome hydrolysis, fluorescence; inhibition, % at 12.2 µM; 370,000 compounds, 0.56% hits;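 active = inhibition above mean plus 3 SD of compounds lying within the high and low control bounds, cut at about 19% in these data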;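 note: 0% = median of test compound wells and 100% = no enzyme DMSO wells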
hcDAF-12 act – H. contortus DAF-12 activation, primary screen; activation, % at 6.8 µM; AID 652067; 370,000 compounds, 1.4% hits; HEK293 hcDAF-12 lit1-tk-luc reporter, luminescence; 0% DMSO, 100% Δ7-dafachronic acid;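 active = activation above the mean of all tested compounds plus 3 SD, cut at about 5.5% in these data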;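 note: 100% = response to 3 µM Δ7-dafachronic acid high control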
GAA850 FXN act – increases GAA850 frataxin promoter reporter activity | HEK293 lucGAA850 FXN promoter luciferase reporter, 24 h; percent of 10 µM SAHA response | activation, % at 6 µM | 360,000 compounds, 0.56% hits;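 active = activation above the average of all compounds screened plus 3 SD, cutoff fixed separately per campaign, cut at about 7.5% in these data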;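 note: 0% = DMSO wells and 100% = 10 µM SAHA wells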
PLCb3 inh – inhibitors of human phospholipase C beta3; Q01970; Purified PLC-beta3, fluorogenic substrate, fluorescence; inhibition, % at 12.2 µM; 370,000 compounds, 0.18% hits; AID 720704; in the data active = inhibition above about 11%;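 note: 0% = median of compound wells on plate and 100% = full blocker control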
* marks the source's active call; other numbers are inactive results; i = inactive; x = no result given.

SMILES	hgDAF12 agonist	DAX1 inh-1	ADAM17 inh	ADAM10 inh	ssDAF-12 act	PLC-gamma1 inh	DAX1 inh-2	HGIII-sPLA2 inh	hcDAF-12 act	GAA850 FXN act	PLCb3 inh
CCOC(=O)c1cc(CC)sc1/N=C/C1=C(O)CCCC1=O	-2.2	1.6	-4.7	-2.7	-0.9	-11.0	-0.1	15.5	0.7	-0.3	-8.7
CCOc1ccc(N(CC(=O)NCCSCc2ccc(Cl)cc2)S(C)(=O)=O)cc1	-2.2	-0.7	2.4	8.9	-1.9	2.8	-0.1	-20.9	-2.7	7.1	-2.7
O=C(c1cccc(C(F)(F)F)c1)C1CCCN(C(=O)CCCN2CCCC2=O)C1 (stereo unspecified)	-3.4	-0.8	-0.2	5.0	-1.7	2.9	-0.5	-3.6	-2.0	1.6	2.3
CC1C(=O)N(Cc2cn(CC3CCCCC3)nn2)CCS(=O)(=O)N1Cc1ccc(-c2ccc(F)nc2)cc1 (stereo unspecified)	0.9	0.9	0.3	-8.3	-1.1	-0.9	0.9	-2.5	0.2	-1.4	1.6
O=C(CC1CCCCC1)N1CCN(c2ccccn2)CC1	0.4	1.0	2.8	-8.8	-1.5	6.3	0.8	3.5	-1.0	3.0	7.7
CCCN(CCC)C(=O)Nc1ccc(F)cc1F	-2.8	-0.9	-3.1	0.5	-1.8	2.9	-0.1	-1.6	-1.9	-12.5	-4.0
O=S(=O)(c1ccccc1)c1nc(-c2ccccc2F)oc1NCc1cccnc1	-0.4	0.0	-5.2	12.6	-2.3	-2.3	-0.3	-10.8	-2.6	1.6	-9.9
COc1ccc(-c2cc(-c3nnc(COC(=O)C4CC4C)o3)c3ccccc3n2)cc1OC (stereo unspecified)	-2.5	-1.9	-8.1	-36.6	-1.4	-170.3	-0.8	-7.0	-2.2	-5.5	-183.8
Cc1cc(/C=N/NC(=O)COc2cccc3cccnc23)c(C)n1-c1ccc(O)cc1	-1.1	-0.4	-1.0	-8.1	-0.7	7.5	0.2	15.8	-1.9	0.8	-5.0
Cc1ccc(S(=O)(=O)N2CCN(c3nc(CN4CCCC4)nc4sc(C)c(C)c34)CC2)cc1	-0.7	1.2	-8.2	-23.4	-1.3	-48.0	-1.5	-25.5	1.2	-2.0	-75.9
Cc1csc(SCC(=O)Nc2ccc(C)c(F)c2)n1	4.6	0.2	-1.6	-10.8	-0.6	2.0	1.2	3.5	-0.1	1.9	-5.3
O=C(Cn1cnc2ccccc21)OCC(=O)N1CCc2ccccc2C1	-3.7	-0.6	-0.9	-7.3	-0.4	-0.7	-0.7	6.6	-0.9	3.3	-2.0
CCOc1ccc(-n2c(COc3ccc(Cl)cc3)nnc2SCC(=O)Nc2ccc(OCc3ccccc3)cc2)cc1	0.7	x	2.0	5.6	-1.3	-0.3	0.5	-6.5	-1.9	x	3.7
C[C@@H]1CN([C@H](C)CO)C(=O)CCCn2cc(nn2)CO[C@H]1CN(C)C(=O)Oc1ccccc1	-1.7	x	-4.8	-12.0	-0.6	4.5	-0.9	10.5	-0.8	x	3.2
Cc1cnc(NC(=O)CSc2nc3ccccc3s2)s1	0.4	-0.4	-2.2	-25.4	-0.7	2.5	-0.1	-19.9	-0.8	-2.0	-0.1

Entries above containing a Cl atom, in the order listed:
SMILES	hgDAF12 agonist	DAX1 inh-1	ADAM17 inh	ADAM10 inh	ssDAF-12 act	PLC-gamma1 inh	DAX1 inh-2	HGIII-sPLA2 inh	hcDAF-12 act	GAA850 FXN act	PLCb3 inh
CCOc1ccc(N(CC(=O)NCCSCc2ccc(Cl)cc2)S(C)(=O)=O)cc1	-2.2	-0.7	2.4	8.9	-1.9	2.8	-0.1	-20.9	-2.7	7.1	-2.7
CCOc1ccc(-n2c(COc3ccc(Cl)cc3)nnc2SCC(=O)Nc2ccc(OCc3ccccc3)cc2)cc1	0.7	x	2.0	5.6	-1.3	-0.3	0.5	-6.5	-1.9	x	3.7

Carrying on:
SMILES	hgDAF12 agonist	DAX1 inh-1	ADAM17 inh	ADAM10 inh	ssDAF-12 act	PLC-gamma1 inh	DAX1 inh-2	HGIII-sPLA2 inh	hcDAF-12 act	GAA850 FXN act	PLCb3 inh
CCN(CC)CCCNC(=O)C1CCC(CNS(=O)(=O)c2ccc(Cl)cc2)CC1 (stereo unspecified)	1.4	-0.1	-4.5	-4.6	-1.0	-3.5	0.1	-6.5	1.1	2.2	-6.5
CN(C)CCCNC(=O)c1ccc(CN(c2ccccc2)S(C)(=O)=O)cc1	-0.2	1.1	-3.7	-9.1	-1.4	-0.5	0.3	-1.3	-1.3	-1.3	-0.7
COc1cccc(NC(=O)CN(C)C(=O)c2ccccc2CCc2ccccc2)c1	0.9	1.6	6.8	-56.0	-1.5	0.2	-0.9	-26.8	-2.6	-1.7	-5.2
CN(C)CCOc1nc(-c2ccccc2)nc2c1oc1ccccc12	3.2	0.3	-0.4	4.1	-0.5	1.4	-0.5	-16.9	-0.1	-0.2	-0.2
O=C1CCC(=O)N1c1ccc(CSc2nc3ccccc3[nH]2)cc1	5.9	-0.2	1.6	5.4	-1.2	10.8*	0.3	-3.6	0.7	3.9	3.0
COc1cc(/C=C2/SC(=O)N(CC(=O)N3CCCC3)C2=O)ccc1Oc1ccc([N+](=O)[O-])cn1	0.0	0.4	1.2	-2.8	-0.7	0.1	-1.5	-0.1	-1.7	0.2	-4.1
Cc1ccc(S(=O)(=O)N2CCCCC2)cc1C(=O)N(C)CC(=O)Nc1cccc(F)c1	-0.2	0.8	-3.6	-0.8	-1.6	0.2	-1.2	-3.7	-0.4	1.4	1.1
FC(F)C(F)(F)C1=CC(c2cccs2)=NCCN1	-0.1	-1.2	-0.5	1.5	-1.4	0.8	-0.2	7.4	0.9	-1.5	1.0
CC(=O)N1CCc2cc(S(=O)(=O)NC(C(=O)NC3CCCc4ccccc43)C(C)C)ccc21 (stereo unspecified)	2.9	0.1	3.1	11.2	-0.4	7.2	0.4	-3.4	0.4	0.2	1.4
Cc1cccc(C)c1OCCNC(=O)CCC(=O)c1ccccc1	-0.8	-1.8	2.8	0.0	-1.2	-6.0	0.1	-3.1	2.6	-0.4	2.9
CCOC(=O)C1=CN(Cc2ccco2)S(=O)(=O)N(C)C1c1cccc(OC)c1 (stereo unspecified)	-2.6	-0.9	0.3	-1.8	-0.7	1.2	0.1	-8.1	0.4	0.2	-2.0
Cc1ccccc1NC(=S)NC1CC2CCC(C1)N2Cc1ccco1 (stereo unspecified)	0.8	1.1	-1.3	-0.1	-2.1	0.6	-0.4	7.4	-1.2	-1.5	6.4
CCCC(=O)CN1C(=O)C2(OCCO2)c2ccccc21	0.8	-0.7	-3.1	-3.4	-0.9	-1.0	0.2	-2.4	-1.9	-2.0	4.0
CC(C)(C)c1ccc(S(=O)(=O)N2CCCC2C(=O)NC2=NCCS2)cc1 (stereo unspecified)	0.1	-0.5	-5.9	-0.1	-0.1	-1.5	0.3	-1.0	-1.2	0.7	-0.3
CCOC(=O)/C(=C\c1ccccc1)C(=O)c1cc(C(C)=O)c(Nc2ccccc2)s1	-3.0	-0.2	0.8	-150.5	-1.4	-4.5	0.2	-5.8	-1.0	-2.1	-5.0
CCO[C@@H]1OC(C(N)=O)=C[C@H](c2ccccc2)[C@H]1CCCO	1.1	-1.1	-2.4	-6.3	-1.1	1.8	-0.1	3.1	-1.0	-1.8	-0.9
Cn1nc(C(=O)NC(C)(C)C)c2ccccc21	1.1	3.7	-1.3	2.4	-0.7	1.9	0.2	-1.6	-2.0	2.8	2.6
COc1cccc(C2Nc3ccccc3C(=O)N2Cc2ccccc2)c1 (stereo unspecified)	-3.2	0.8	-272.8	i	-0.7	-210.8	-0.5	6.3	-2.4	-0.9	-290.4
COc1ccc(CNc2ccccn2)c(O)c1	1.8	0.2	-5.0	-0.4	-0.9	-66.8	0.1	3.9	-0.2	-0.4	-5.7
COc1ccccc1C(=O)NCCC(=O)N1CC(=O)Nc2ccccc21	4.8	0.7	-7.4	-9.8	-1.1	-2.2	0.5	-2.8	0.3	1.6	-0.8
Cc1nn(-c2ccccc2)c2nc(Cl)c(C(=O)O)cc12	0.6	-0.8	-62.7	-173.6	-1.0	-91.9	-0.3	-1.5	0.3	1.6	-119.6
CC(C)CCNC(=S)Nc1ccccc1F	-2.6	-0.5	0.3	-4.4	-1.6	-1.2	0.2	19.5*	-0.4	0.9	-1.5
COCCNC(=O)C1(C)CCCN(C(=O)c2ccc(OC)c(OC)c2)C1 (stereo unspecified)	-0.6	x	-0.5	-0.3	-1.4	1.3	0.5	6.4	-0.2	-1.3	0.8
O=C(CSc1nnc(C2CC2)n1Cc1ccccc1)c1cc2ccccc2o1	-1.0	3.0	-2.3	-7.9	-0.8	-11.9	-0.3	-25.5	0.0	-1.0	-12.7
O=C(COc1c(F)c(F)c(C(F)(F)F)c(F)c1F)Nc1ccc(N2CCOCC2)c(Cl)c1	2.1	-2.0	3.9	7.2	-1.4	-4.5	-1.5	-7.2	1.0	0.2	-4.9
COc1ccc(OC)c(NC(=O)CCC(=O)Oc2ccc(C)cc2)c1	-1.0	1.1	-1.6	-2.0	-0.9	1.9	-0.1	2.1	-1.7	0.1	-3.2
O=C(NCC(c1ccco1)N1CCOCC1)C1CCCCC1 (stereo unspecified)	-2.7	2.0	-2.6	-2.1	-0.9	0.7	1.1	-4.1	-1.0	1.9	-3.2
O=C(Nc1ccc(Br)c2cccnc12)c1ccc(Cn2cc(Cl)cn2)o1	-1.5	0.8	3.5	-2.0	-0.7	2.9	0.0	-2.7	0.6	-0.3	-1.8
N#CCCN(C(=S)NC(=O)c1cccs1)c1ccccc1F	-1.7	2.6	-6.0	-4.5	-0.7	6.4	-0.5	7.3	0.3	0.2	2.0
CC(C)c1ccccc1OCCCCN1CCCCC1	-0.9	1.6	-3.2	3.8	-0.6	-1.9	0.4	2.6	-0.6	-0.8	-3.5
O=C(Nc1cccc(NC(=O)c2cccs2)c1)c1ccc(Br)cc1	1.1	-0.1	-4.7	-0.6	-1.7	-1.6	0.0	6.2	-0.9	0.2	-11.3
COc1ccccc1NC(=O)CSc1n[nH]c(-c2ccccn2)n1	-1.4	-1.6	1.4	-7.2	-1.0	-1.3	-0.8	-11.7	-0.6	1.8	-5.6
CC(=O)C1CCC2C3CC(O)C4=CC(=O)CCC4(C)C3C(=O)CC12C (stereo unspecified)	0.0	0.7	-5.1	-5.8	-1.1	-0.5	-0.7	12.9	-0.1	1.9	1.5

An excerpt from above, reduced to DAX1 inh-1, PLCb3 inh and PLC-gamma1 inh:
compound | DAX1 inh-1 | PLCb3 inh | PLC-gamma1 inh
N#CCCN(C(=S)NC(=O)c1cccs1)c1ccccc1F | 2.6 | 2.0 | 6.4
CC(C)c1ccccc1OCCCCN1CCCCC1 | 1.6 | -3.5 | -1.9
O=C(Nc1cccc(NC(=O)c2cccs2)c1)c1ccc(Br)cc1 | -0.1 | -11.3 | -1.6
COc1ccccc1NC(=O)CSc1n[nH]c(-c2ccccn2)n1 | -1.6 | -5.6 | -1.3

Assay outcomes as filed in PubChem.
